mIAP block: blocks mouse intestinal alkaline phosphatase. actives 0.2% (n = 330,000). inhibition, % at 10 µM. purified mouse IAP, CDP-Star luminescence, 30 min;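 active = inhibition of at least 40% at 10 µM in the primary screen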;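 note: plate controls were DMSO with enzyme for no effect and no enzyme wells for full effect; values of inactives mirror those of a sister screen read the other way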
Apaf1 inhib: inhibitors of human Apaf-1 apoptosome. O14727. reconstituted apoptosome caspase-3 activity, DEVD-Rh110 fluorescence. inhibition, % at 20 µM. actives 0.71% (n = 330,000). AID 489030; active = inhibition of at least 40% at 20 µM;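 note: plate controls were DMSO wells for no effect and DEVD-CHO caspase inhibitor wells for full effect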
Target sequence (O14727 whole entry, looked up): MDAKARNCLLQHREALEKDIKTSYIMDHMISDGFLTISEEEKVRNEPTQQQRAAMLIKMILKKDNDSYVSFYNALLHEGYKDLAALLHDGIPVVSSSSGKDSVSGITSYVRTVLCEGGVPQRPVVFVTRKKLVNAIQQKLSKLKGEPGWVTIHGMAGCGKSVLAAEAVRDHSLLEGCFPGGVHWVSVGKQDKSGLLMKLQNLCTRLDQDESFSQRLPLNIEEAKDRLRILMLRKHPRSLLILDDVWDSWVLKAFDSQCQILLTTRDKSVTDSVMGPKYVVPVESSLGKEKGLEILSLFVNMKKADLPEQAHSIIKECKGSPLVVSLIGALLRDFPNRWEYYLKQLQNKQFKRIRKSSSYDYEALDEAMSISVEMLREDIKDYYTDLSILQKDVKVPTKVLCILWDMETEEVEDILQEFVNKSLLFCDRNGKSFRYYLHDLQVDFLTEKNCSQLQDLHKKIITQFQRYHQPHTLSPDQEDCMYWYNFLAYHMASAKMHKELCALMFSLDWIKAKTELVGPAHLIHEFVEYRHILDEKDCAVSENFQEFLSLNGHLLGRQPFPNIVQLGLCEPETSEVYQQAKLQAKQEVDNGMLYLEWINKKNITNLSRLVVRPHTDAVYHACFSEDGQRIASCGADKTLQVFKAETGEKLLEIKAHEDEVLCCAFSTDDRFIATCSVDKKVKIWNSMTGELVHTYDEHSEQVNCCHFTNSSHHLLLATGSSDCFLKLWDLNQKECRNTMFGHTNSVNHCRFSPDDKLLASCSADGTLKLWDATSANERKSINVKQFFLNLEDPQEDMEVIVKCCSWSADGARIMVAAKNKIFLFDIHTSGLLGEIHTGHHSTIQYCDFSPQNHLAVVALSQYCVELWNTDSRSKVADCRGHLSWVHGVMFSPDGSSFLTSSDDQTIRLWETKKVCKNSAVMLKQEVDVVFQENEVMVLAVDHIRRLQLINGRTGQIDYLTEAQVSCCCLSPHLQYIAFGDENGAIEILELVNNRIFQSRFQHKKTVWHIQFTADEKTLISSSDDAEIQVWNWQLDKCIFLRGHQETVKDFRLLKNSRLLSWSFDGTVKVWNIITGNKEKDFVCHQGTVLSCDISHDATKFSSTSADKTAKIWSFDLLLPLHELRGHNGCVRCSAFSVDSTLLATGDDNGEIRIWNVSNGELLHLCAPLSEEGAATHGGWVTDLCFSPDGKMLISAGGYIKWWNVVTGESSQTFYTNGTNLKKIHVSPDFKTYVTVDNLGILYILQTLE
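Material: reconstituted apoptosome with Apaf-1, cytochrome c, caspase-9, procaspase-3, dATP / Buffer or medium: pH 7.5 Hepes buffer with CHAPS, BSA, DTT / Also added: cytochrome c with DEVD-Rh110 / Schedule: compound with Apaf-1, dATP, procaspase-3 30 min, then 50 min reaction, room temperature / Technique: rhodamine 110 fluorescence at Ex 480/Em 540 nm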
ATG4B inh: inhibitors of human ATG4B cysteine protease; Q9Y4P1; ATG4B cleavage of LC3-PLA2, NBD-HPC fluorescence, 1 h; inhibition, % at 8.33 µM; actives 0.51% (n = 340,000); in the data active = inhibition above about 40%
TIM10 inh: inhibits growth of TIM10 yeast strain; S. cerevisiae TIM10 strain growth, BacTiter-Glo luminescence, 24 h; inhibition, % at 10 µM; actives 1.4% (n = 330,000); AID 463195;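 active = inhibition of 40% or more at the single tested concentration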;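 note: wild-type TIM10 isogenic control strain grown at permissive 25 °C; 0% = DMSO yeast wells and 100% = minimal medium wells without yeast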
NALP3 yeast inh: NALP3 inhibition in yeast | inhibition, % at 10 µM | actives 0.39% (n = 330,000) | AID 2825 | Yeast reconstituted NLRP3/ASC/caspase-1, beta-gal luminescence, 24 h;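 active = inhibition of 50% or more; inactive = inhibition below 50%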;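 note: plate controls were induced DMSO wells for no effect and uninduced yeast grown without galactose for full effect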
tim10-1 inh: inhibits growth of tim10-1 mutant yeast | inhibition, % at 20 µM | actives 2.2% (n = 330,000) | S. cerevisiae tim10-1 ts strain growth, BacTiter-Glo, 24 h | AID 463190;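 active = inhibition of at least 40%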;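 note: mutant grown at 25 °C; 0% = DMSO wells with yeast and 100% = wells holding no yeast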
hIAP activ: increases human intestinal alkaline phosphatase activity. P09923. purified human IAP, CDP-Star luminescence, 30 min; hits give high values; 1 = vehicle-only enzyme, 0 = enzyme-free background. activation factor at 10 µM. actives 0.16% (n = 330,000). AID 2524;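 active = activation factor of the enzyme at least 2-fold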; note: the source names both 10 and 20 µM as test concentration; values of inactives mirror those of a sister screen read the other way
mIAP activ: increases mouse intestinal alkaline phosphatase activity. activation factor at 10 µM. AID 2805. actives 0.24% (n = 330,000). muIAP, CDP-Star luminescence, 30 min; hits give high values; 1 = vehicle-only enzyme signal, 0 = enzyme-free wells;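 active = activation factor of at least 2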; note: the source names both 10 and 20 µM as test concentration; values of inactives mirror those of a sister screen read the other way
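System: Mouse IAP enzyme | Also added: CDP-Star substrate | Dosing: Compounds dispensed in DMSO | Schedule: 30 min enzyme-substrate-compound incubation at room temperature | Technique: Chemiluminescence readout | Control set: DMSO-only wells and no-enzyme negative control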
hIAP block: human IAP inhibition; P09923; purified IAP, CDP-Star luminescence, 30 min; inhibition, % at 10 µM; actives 0.12% (n = 330,000); AID 2544;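 active = inhibition reaching a set limit with compound at 10 µM in the primary screen, cut at about 35% in these data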;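 note: plate controls were DMSO wells with enzyme for no effect and no-enzyme buffer wells for full effect; values of inactives mirror those of a sister screen read the other way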
* marks the source's active call; other numbers are inactive results.

SMILES	mIAP block	Apaf1 inhib	ATG4B inh	TIM10 inh	NALP3 yeast inh	tim10-1 inh	hIAP activ	mIAP activ	hIAP block
CC(C)(C)OC(=O)N1CCC[C@H]1C(=O)N/N=C/c1ccc2ncccc2c1	5	-3	3	2	17	3	1.1	0.95	-6
COc1ccc(CCNC(=O)CNC(=O)Cn2ccc3ccccc3c2=O)cc1OC	-4	-24	2	-20	3	9	1	1	-5
O=C(NCCCN1CCOCC1)c1ccc(-n2nc(C(F)(F)F)cc2-c2cccs2)cc1	6	18	-12	9	-6	24	1.1	0.94	-6
Nc1c(C(=O)c2cccs2)sc2nsc(SCCN3CCCCC3)c12	16	13	0	38	19	18	0.96	0.84	4
Cc1ccc(C)c(S(=O)(=O)Nc2ccc3cn[nH]c3c2)c1	-33	19	-1	-10	7	26	1.1	1.3	-14
O=C(COc1ccc2ccccc2c1Br)Nc1ccncc1	-3	2	-27	23	15	16	1.1	1	-10
CSc1nc(N2CCOCC2)c2ccccc2n1	-15	-5	-7	11	18	11	0.93	1.2	8
Cc1ccccc1C(=O)Oc1ccccc1N1C(=O)C2CC=CCC2C1=O (centres undefined)	20	1	-4	6	1	20	1	0.8	-1
Cc1cccn2cc(CNC(=O)c3ccco3)nc12	-1	0	-9	-8	1	1	1	1	-4
O=C(Nc1cccc(S(=O)(=O)N2CCOCC2)c1)c1ccco1	3	4	0	-7	17	9	1.1	0.97	-9
Cc1cccc(NC(=O)CSc2nnc(CNC(=O)c3ccco3)o2)c1C	2	-5	9	5	3	-8	0.77	0.98	23
Cc1nc(C(=O)O)sc1C1(C)CC(c2cccc([N+](=O)[O-])c2)=NO1 (centres undefined)	8	1	-12	14	3	1	0.93	0.92	7
Cc1ccc(-c2nn(CCC(=O)Nc3cccnc3)c(=O)c3ccccc23)cc1	-4	6	-3	25	13	24	0.94	1	6
COc1ccc(N2CCN(C(=O)c3ccc(OCc4c(C)noc4C)c(OC)c3)CC2)cc1	-1	-10	-8	7	11	14	1	1	-3
Cc1c2cnn(CC(=O)NCCCN3CCCCC3C)c(=O)c2c(C)n1Cc1ccccc1 (centres undefined)	-11	32	-3	-9	-9	-18	0.87	1.1	13
COc1cc(OC)cc(C(=O)OCC(=O)N2CCCC2)c1	3	16	7	-1	13	-14	1	0.97	-2
COc1ccc(N(CC(=O)N2CCCCC2)S(=O)(=O)c2ccccc2)c(OC)c1	-6	-4	-2	-8	-5	-18	1.1	1.1	-13
COc1cccc(COCCN2CCN(S(=O)(=O)c3ccc(C)cc3)CCC2=O)c1	0	4	1	8	11	22	0.91	1	9
Cc1ccc(S(=O)(=O)Nc2cc(C(C)C)c(O)cc2C)cc1	-1	11	-3	13	-3	19	0.92	1	8
Cc1ccc(NC(=O)c2cn(CCC#N)nc2-c2cccs2)c([N+](=O)[O-])c1	12	2	-16	33	14	36	0.84	0.88	16
Cc1cccc(N2CCN(C(=O)C3CCCN(S(=O)(=O)c4c(C)noc4C)C3)CC2)c1C (centres undefined)	0	20	-12	10	-8	32	0.97	1	3
CCOC(=O)C1CCCN(C(=O)c2ccccc2NS(=O)(=O)c2ccc(F)cc2)C1 (centres undefined)	-4	-3	0	-1	3	6	1.2	1	-18
C(=N\n1cnnc1)/c1ccc2c(c1)OCO2	-4	-8	-3	19	1	12	1	1	-2
CC1(C)CN(c2cccc(C#N)c2)C1=O	4	-7	-13	0	7	5	1	0.96	-4
COc1cc(C(=O)N/N=C/c2ccc(OC(=O)c3ccccc3Cl)c(OC)c2)ccc1O	5	10	-5	3	11	14	0.96	0.95	4

The final two compounds of the part before open the next one.
SMILES	mIAP block	Apaf1 inhib	ATG4B inh	TIM10 inh	NALP3 yeast inh	tim10-1 inh	hIAP activ	mIAP activ	hIAP block
CC1(C)CN(c2cccc(C#N)c2)C1=O	4	-7	-13	0	7	5	1	0.96	-4
COc1cc(C(=O)N/N=C/c2ccc(OC(=O)c3ccccc3Cl)c(OC)c2)ccc1O	5	10	-5	3	11	14	0.96	0.95	4
COc1ccc(CCNC(=O)CN(C2CCCCC2)S(C)(=O)=O)cc1	4	-5	-2	0	-1	-4	1.2	0.96	-20
Cc1cc(C)n(C(=O)CCC2COc3ccccc3O2)n1 (centres undefined)	0	-4	6	5	8	13	1.1	1	-7
COC(=O)c1ccc(NC(=O)COC(=O)C2CCC2)cc1	-4	2	-2	-2	9	-22	1	1	-4
COc1cccc(C(=O)NC(=S)Nc2ccc3c4c(cccc24)CC3)c1	20	3	-2	33	19	19	1	0.8	-2
CCc1ccc(NC(=S)N2CCN(S(=O)(=O)c3ccccc3)CC2)cc1	-13	5	-5	7	17	13	1.1	1.1	-13
COc1ccc(NC(=O)NCc2cccn2C)c(OC)c1	-3	9	-4	-12	22	-7	1	1	-1
CC(O)CNC(=S)Nc1ccccc1 (centres undefined)	1	-4	3	-8	-3	6	1	0.99	-4
CSC1=C(C#N)C(c2ccccc2Cl)C2=C(N1)c1ccccc1C2=O (centres undefined)	3	17	7	30	10	46*	1.2	0.97	-18
CCn1c(CSCc2ccc(C)cc2)nnc1SCC(=O)N1CCN(c2ccccc2)CC1	2	25	-6	27	19	34	1	0.97	-4
CC(C)C[C@H](NC(=O)C1CCN(S(=O)(=O)c2ccccc2)CC1)C(=O)NCc1cccnc1	3	-17	-6	2	2	15	1.2	0.97	-16
CN(C)c1ccnc2sc(C(=O)c3ccccc3)c(N)c12	12	9	-3	40*	64*	30	0.94	0.88	6
Cc1nc(C)c(C(=O)Nc2ccc(Oc3ccccc3)cc2)o1	3	0	18	27	44	27	1.2	0.97	-24
COc1cccc(C(=O)NNC(=O)C(=O)N2CCCCC2)c1	-2	0	-2	-6	19	0	0.97	1	3
O=C(Cn1cnc2ccccc21)NC(c1ccccc1)c1ccccc1	-21	-8	-23	2	3	15	0.89	1.2	11
S=c1[nH]nc2c3c4c(sc3ncn12)CCCC4	12	-3	-3	30	29	27	0.92	0.88	8
CN(c1ccccc1)S(=O)(=O)c1cccc(NC(=O)c2cc3ccccc3oc2=O)c1	0	-9	-10	-5	6	-14	0.85	1	15
Cn1c(C(=O)N2CCCc3ccccc32)cc2sccc21	-4	-11	13	31	51*	21	0.99	1	1
CCCCOC(=O)Cn1c(=N)n(CCN(CC)CC)c2ccccc21	-5	4	-1	-13	-6	-10	0.9	1.1	10
CCn1c(SCC(=O)N/N=C(\C)c2ccncc2)nnc1-c1ccccc1	-13	-8	3	7	10	2	0.91	1.1	9
Cc1cc(C)n(CCNC(=O)C2CCC(=O)N(CCc3cccc(F)c3)C2)n1 (centres undefined)	-6	-456	-1	4	11	5	1.1	1.1	-8
N#Cc1nc(COc2ccc(Br)cc2)oc1NCCN1CCOCC1	-18	9	-12	-5	3	30	0.97	1.2	3
CCc1c(C(=O)Nc2ccncc2)csc1C	-4	6	2	-6	-5	19	0.96	1	4
Cc1cc2c(cc1S(=O)(=O)N1CCOCC1)NC(=O)CO2	-5	4	-9	3	-2	-4	0.89	1	11
Cc1cc(C(=O)Nc2sc(C)c(-c3ccc(F)cc3)c2C(N)=O)no1	-19	14	-9	-5	20	-4	1	1.2	-1
COc1ccccc1C(=O)NCCC(=O)N1CCN(S(=O)(=O)c2ccc(Cl)cc2)CC1	6	-2	-7	-2	12	6	1.1	0.94	-12

The list continues.
SMILES	mIAP block	Apaf1 inhib	ATG4B inh	TIM10 inh	NALP3 yeast inh	tim10-1 inh	hIAP activ	mIAP activ	hIAP block
COc1ccc(S(=O)(=O)c2c(O)c3ccc(C(=O)Nc4ccc(F)cc4F)cc3[nH]c2=O)cc1	2	-13	8	11	-1	0	0.92	0.98	8
CN1C(=O)S/C(=C/c2ccccc2OCc2ccc(C(=O)O)cc2)C1=O	4	2	5	20	19	16	0.93	0.96	7
CCOc1cccc(C(=O)NCc2ccccc2)c1	12	-1	-4	12	9	17	1.1	0.88	-8
O=C(c1cc(-c2cccc(Cl)c2)nc2ccccc12)N1CCCC1	5	24	-9	3	7	20	1.1	0.95	-14
COc1cc(NC(=O)COC(=O)/C=C/c2c(C)nn(C3CCS(=O)(=O)C3)c2Cl)cc(OC)c1OC (centres undefined)	-3	5	-3	-4	18	-4	1.1	1	-7
Cc1ccc(NCCC(=O)c2cccs2)cc1	-2	8	-3	14	27	-1	0.97	1	3
O=C(O)c1ccc(/C=N/Nc2nc(N3CCCCC3)nc(N3CCCCC3)n2)cc1	5	-3	-5	-20	10	-7	1.1	0.95	-7
COc1ccc(CN2C(=O)CSCC2=O)cc1OC	-2	-1	4	6	5	5	0.89	1	11
O=C(COn1nnc2ccc(C(F)(F)F)cc21)Nc1nnc(-c2ccccc2)o1	12	-1	-3	-8	-5	-3	1.2	0.88	-16
COCCCNC(=O)[C@H](Cc1c[nH]c2ccccc12)NC(=O)OCc1ccccc1	5	-5	-7	6	21	-8	0.96	0.95	4
CC(C)(C)Cc1nnc(NS(=O)(=O)c2ccc(F)cc2)s1	-1	6	-12	8	-3	7	0.93	1	8
CC1CCc2cc(F)cc3c(O)c(C(=O)NCc4ccco4)c(=O)n1c23 (centres undefined)	37	8	1	49*	31	30	1	0.63	-2
COc1ccccc1C(=O)N(CN1CCCC1=O)c1cccc(Cl)c1	0	25	3	0	6	6	1.2	1	-22
Cc1ccc(OCC(=O)Nc2ccc3c(c2)OCO3)c([N+](=O)[O-])n1	-10	9	-3	-28	3	27	0.94	1.1	6
Cc1[nH]c2ccccc2c1C(=O)CN1CCC(C)CC1	-4	-7	-11	10	17	18	0.95	1	5
CSc1ccccc1NC(=O)c1cc(Cl)sc1Cl	1	11	0	-4	26	5	0.89	0.99	11
CC1(C)Cc2c(cnn2-c2cccc(F)c2)C(NC(=O)CSc2ccccn2)C1 (centres undefined)	-1	6	-4	8	6	12	0.94	1	6
O=[N+]([O-])c1ccc(S(=O)(=O)Nc2ccc(S(=O)(=O)N3CCCC3)cc2)cc1	6	9	-10	-6	13	-14	1	0.94	0
Cc1cccc(OC(=O)CCN2C(=O)C3C4C=CC(C5CC45)C3C2=O)c1C (centres undefined)	16	3	-7	19	1	24	0.89	0.84	11
Cc1cc(C[n+]2cc(Cl)ccc2N)c2ncccc2c1	-4	-12	0	-26	11	-5	1.1	1	-14
COC(=O)c1c(NC(=O)CSc2nnnn2-c2ccccc2)sc2c1CCC(C(C)(C)C)C2 (centres undefined)	2	2	6	-6	-4	17	0.97	0.98	3
CC(OC(=O)c1ccccc1NCCO)C(=O)Nc1ccc(S(=O)(=O)N2CCOCC2)cc1 (centres undefined)	-14	16	-15	7	17	-3	0.91	1.1	9
O=C(Cc1c(F)cccc1Cl)NC1CCN(Cc2ccccc2)CC1	2	-6	-4	-11	11	4	1.3	0.98	-25
Cc1c(C(=O)OC(C)C)[nH]c2c1C(=O)CC(C)(C)C2	-2	-15	-1	-2	18	6	0.91	1	9
O=Cc1c(NCc2ccccc2)c2ccccc2[nH]c1=O	3	-1	2	6	0	1	1.1	0.97	-14

Two entries from above, with two lines to a compound.
Results follow in this order: mIAP block, Apaf1 inhib, ATG4B inh, TIM10 inh, NALP3 yeast inh, tim10-1 inh, hIAP activ, mIAP activ, hIAP block
- Cc1cccc(N2CCN(C(=O)C3CCCN(S(=O)(=O)c4c(C)noc4C)C3)CC2)c1C (centres undefined)
→ 0, 20, -12, 10, -8, 32, 0.97, 1, 3
- CCOC(=O)C1CCCN(C(=O)c2ccccc2NS(=O)(=O)c2ccc(F)cc2)C1 (centres undefined)
→ -4, -3, 0, -1, 3, 6, 1.2, 1, -18
